Compound activity as filed in PubChem BioAssay.
SUMO1-SIM PPI – modulators of SUMO1 protein-protein interactions, primary screen, biochemical, uHTS. Small ubiquitin-related modifier 1 (Homo sapiens), P63165. SUMO1 binding to a labelled peptide, TR-FRET, 1 h. inhibition, % at 20 µM. actives 0.33% (n = 360,000). AID 602429, 2012; in the data active = inhibition above about 37%
Target sequence (P63165 whole entry, looked up): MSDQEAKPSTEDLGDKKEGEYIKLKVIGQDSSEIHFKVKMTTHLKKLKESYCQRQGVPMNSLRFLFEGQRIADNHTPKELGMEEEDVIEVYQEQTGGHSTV
Scp-1 inhibitor – Scp-1 phosphatase inhibitors, primary screen, biochemical, colorimetric, uHTS | Recombinant Scp1, phosphopeptide, malachite green phosphate absorbance | actives 0.88% (n = 340,000) | Carboxy-terminal domain RNA polymerase II polypeptide A small phosphatase 1 (Homo … | inhibition, % at 20 µM;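 active = inhibition above about 50% at 20 µM, limit read from the data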;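 also: plate controls were DMSO wells with enzyme for no effect and wells lacking enzyme for full effect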
Target sequence (Q9GZU7 76-261 limits assumed): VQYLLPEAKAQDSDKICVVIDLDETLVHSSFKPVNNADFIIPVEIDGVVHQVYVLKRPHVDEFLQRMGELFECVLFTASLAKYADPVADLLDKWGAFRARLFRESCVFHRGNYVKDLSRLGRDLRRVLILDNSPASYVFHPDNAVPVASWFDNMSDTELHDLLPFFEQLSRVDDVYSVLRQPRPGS
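Test system: SCP-1 catalytic domain; Buffer or medium: Acidic Tris acetate buffer with magnesium and detergent; Also added: Phosphorylated 17-residue peptide substrate; Compound: single 20 µM dose, 1% DMSO; Schedule: enzyme reaction 45 min at room temperature, colour 5 min, stabilisation 30 min; Signal: Phosphate-binding colour reagent, absorbance read at 630 nm.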
NadD inh – inhibitors of S. aureus NadD, primary screen, biochemical, colorimetric, uHTS; actives 0.78% (n = 360,000); Nicotinate-nucleotide adenylyltransferase NadD (Staphylococcus aureus N315); AID 602399, 2012; purified NadD enzyme, colorimetric absorbance read-out; inhibition, % at 20 µM; in the data active = inhibition above about 26%; also: some compounds past the cut are filed as inactive
DNMT1 inh – human DNMT1 methyltransferase inhibitors, primary screen, biochemical, molecular beacon, fluorescence, HinP1I cleavage, uHTS; inhibition (reported as % activation of signal), % at 10 µM; actives 0.83% (n = 360,000); in the data active = inhibition above about 50%
Neddylation inh – inhibitors of cullin neddylation, primary screen, biochemical, TR-FRET, uHTS, NAE and Ubc12; actives 0.58% (n = 360,000); calls only at 25 µM; in the data active = inhibition above about 36%
LMPTP block – LMPTP phosphatase inhibitors, primary screen, biochemical, fluorescence intensity, uHTS; Low molecular weight phosphotyrosine protein phosphatase (Homo sapiens), P24666; actives 0.22% (n = 360,000); inhibition, % at 20 µM; recombinant LMPTP-A, OMFP fluorogenic substrate;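 active = compounds that cut the enzyme signal by at least half of the control window in the single-dose screen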;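 also: plate controls were DMSO wells with enzyme plus substrate for no effect and substrate without enzyme for full effect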
Target sequence (P24666 whole entry, looked up): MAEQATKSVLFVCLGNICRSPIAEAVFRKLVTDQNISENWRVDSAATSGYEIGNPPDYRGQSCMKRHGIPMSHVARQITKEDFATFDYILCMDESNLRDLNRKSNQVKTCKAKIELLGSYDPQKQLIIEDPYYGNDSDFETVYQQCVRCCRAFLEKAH
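Test system: LMPTP-A phosphatase enzyme. Amount: LMPTP-A at 0.625 nM final in the reaction. Reagent: OMFP substrate, 400 µM final. Times: 50 min at room temperature. Signal: endpoint fluorescence intensity from OMFP dephosphorylation. Read-out basis: % inhibition. Benchmarks: no-enzyme and uninhibited controls.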
Rpn11 inh – Rpn11 (PSMD14) deubiquitinase inhibitors, primary screen, biochemical, fluorescence polarization, uHTS; 26S proteasome non-ATPase regulatory subunit 14 (Homo sapiens), O00487; human 26S proteasome, Ub4-pepOG fluorescence polarization; 20S core pre-blocked with epoxomicin; calls only at 20 µM; actives 0.59% (n = 360,000);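 active = inhibition at 20 µM, scaled to each plate's controls, above about 33%, limit read from the data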
Target sequence (O00487 whole entry, looked up): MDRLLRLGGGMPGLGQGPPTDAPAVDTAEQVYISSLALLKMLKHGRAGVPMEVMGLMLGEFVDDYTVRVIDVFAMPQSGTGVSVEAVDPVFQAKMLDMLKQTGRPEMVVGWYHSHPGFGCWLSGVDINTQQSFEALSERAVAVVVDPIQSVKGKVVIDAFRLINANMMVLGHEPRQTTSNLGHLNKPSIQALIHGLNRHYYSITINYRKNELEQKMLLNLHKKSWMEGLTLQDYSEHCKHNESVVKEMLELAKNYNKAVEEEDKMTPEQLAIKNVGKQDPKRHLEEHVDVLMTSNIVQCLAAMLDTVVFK
Rin1-Abl PPI inh – inhibitors of Rin1-Abl protein binding, primary screen, biochemical, TR-FRET; inhibition, % at 7.35 µM; AID 588664, 2011; actives 0.4% (n = 360,000); in the data active = inhibition above about 5%, passing the limit was not always enough
CSN inh – inhibitors of CSN-mediated cullin deneddylation, primary screen, biochemical, fluorescence polarization, uHTS; Purified CSN, SCF-Nedd8-OG deneddylation; inhibition, % at 12.5 µM; actives 0.38% (n = 360,000);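 active = pattern-corrected inhibition above about 35%, with an unprinted fluorescence ratio check between 0.5 and 1.5, limit read from the data, passing the limit was not always enough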;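 also: 0% = enzyme with substrate and 100% = substrate without enzyme; some results filed as inactive read as strong as hits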
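Assay system: purified human Csn5 enzyme expressed in HEK293T cells; measure: % inhibition; also added: SCFSkp2-Nedd8OG substrate at 10 nM final; technique: fluorescence polarization; times: reaction 90 min, room temperature; medium: Tris buffer pH 7.5, NaCl, DTT, Tween-20, trehalose, ovalbumin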
STEP block – STEP phosphatase inhibitors, primary screen, biochemical, fluorescence intensity, uHTS; AID 588621, 2011; recombinant STEP, OMFP fluorogenic substrate; Tyrosine-protein phosphatase non-receptor type 5 (Homo sapiens), P54829; actives 0.25% (n = 360,000); inhibition, % at 20 µM;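 active = inhibition at 20 µM, scaled per plate between control wells, above about 37%, limit read from the data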;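 also: 0% = DMSO with enzyme and substrate and 100% = substrate only without enzyme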
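System: STEP phosphatase, cell-free reaction; Buffer or medium: Bis-Tris pH 6.0 buffer with DTT, detergent; Incubation: 20 min at room temperature, dark; Measured by: fluorescence, 480/540 nm.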
Active calls of the source: *; i = inactive; / = not tested or not shown.

SMILES | SUMO1-SIM PPI | Scp-1 inhibitor | NadD inh | DNMT1 inh | Neddylation inh | LMPTP block | Rpn11 inh | Rin1-Abl PPI inh | CSN inh | STEP block
COc1cccc(S(=O)(=O)N2CCN(Cc3ccc4c(c3)OCO4)CC2)c1 | 0.3 | -10.2 | -6.1 | -0.5 | i | -0.4 | i | 0.6 | 5.2 | -1.9
O=C(NCCN1CCN(C(=O)c2cccc(OC(F)F)c2)CC1)c1cccc(OC(F)F)c1 | 2.1 | 0.0 | -0.9 | 0.4 | i | 2.2 | i | 0.5 | 2.7 | 2.9
O=C(OCC(=O)N1CCC(Cc2ccccc2)CC1)c1cncc(Br)c1 | 0.3 | 6.5 | 7.7 | 0.1 | i | 0.5 | i | 1.7 | -2.4 | -1.8
c1cncc(C2SCCCS2)c1 | -0.7 | / | 4.2 | -3.1 | i | 0.2 | i | 0.3 | -0.2 | 0.7
Cc1cc(C)c(C(=O)CC(=O)c2ccccc2Cl)c(O)c1 | -2.9 | -18.6 | 1.9 | -3.0 | i | 0.9 | i | -1.9 | -2.9 | -0.7
COCCn1c(SCC(=O)c2c(N)n(C)c(=O)n(C)c2=O)nc2ccccc21 | 0.0 | -2.5 | 0.5 | -1.5 | i | -1.3 | i | -0.1 | -3.2 | -0.3
COC(=O)Nc1sccc1C(=O)Nc1sccc1C(=O)OC | 0.6 | -0.3 | -1.1 | -4.7 | i | 0.1 | i | -3.9 | 4.5 | -2.2
CC(C)n1c(-c2cccnc2)nc2cnccc21 | -1.5 | 0.5 | -3.6 | 1.7 | i | -1.6 | i | -2.7 | 0.3 | 1.9
Cc1cc(NC(=O)c2cncc(Br)c2)ccc1NC(=O)c1cc2ccccc2o1 | 37.8 | 4.0 | 4.4 | 74.8* | / | 0.7 | i | -0.5 | 59.8* | 9.4
Clc1ccc(-c2nnc(-c3ccccc3)o2)c(Cl)c1 | -2.9 | -9.7 | 1.2 | -2.3 | i | 2.2 | i | -3.0 | -2.6 | 3.9
CC1CCCN(C(=O)CCNS(=O)(=O)c2ccc3c(c2)c(=O)n(C)c(=O)n3C)C1 (stereo not given) | 5.2 | 1.1 | -4.9 | 0.6 | i | -0.2 | i | 3.5 | -0.9 | -2.9
CCOC(CNC(=O)c1ccc2c(c1)ncn2-c1cccc(F)c1)OCC | 0.4 | -3.7 | -1.6 | -1.0 | i | -0.9 | i | 0.1 | 0.9 | 0.3
COCCN1CCC(CNCc2c(C(=O)N3CCCCC3)nc3c(C)cccn23)C1 (stereo not given) | -10.5 | -5.6 | -6.0 | 4.0 | i | -1.8 | i | 0.1 | -5.1 | 3.1
CC(CC(=O)O)CC(=O)Nc1nncs1 (stereo not given) | 3.1 | 2.2 | -4.1 | 1.5 | i | -1.8 | i | -4.4 | -4.0 | -2.1
CCN(c1ccccc1)S(=O)(=O)c1ccc(C(=O)Nc2nnc(C3CC3)o2)cc1 | 4.6 | -8.9 | 12.4 | 0.1 | i | -1.7 | i | 3.3 | 2.8 | -1.8
Cc1c(Cl)c([N+](=O)[O-])nn1CC(=O)NC(C)c1ccccc1 (stereo not given) | -5.6 | -6.5 | -7.5 | 4.0 | i | -0.2 | i | 2.5 | 5.5 | 0.5
CCc1nnc(NC(=O)CSc2nc(-c3ccccc3)cc(-c3ccc(OC)cc3)c2C#N)s1 | -3.3 | -0.2 | 11.5 | 16.6 | i | 2.9 | i | -3.3 | -6.2 | 2.2
COc1ccc2nc(NC(=O)c3cc(C)oc3C)sc2c1 | 1.4 | -3.1 | -1.8 | -6.5 | i | 0.5 | i | -1.6 | -0.8 | 0.2
CCOc1ccc(C(C)NC(=O)CN2C(=O)NC3(CCCCC3)C2=O)cc1OCC (stereo not given) | -6.2 | -5.0 | -6.1 | -1.1 | i | -0.3 | i | 1.5 | -3.4 | -3.6
COC(=O)c1ccc(C2C(Oc3ccccc3C)C(=O)N2CCc2ccc(OC)c(OC)c2)cc1 (stereo not given) | 3.1 | -20.7 | -8.5 | -8.1 | i | 1.2 | i | 1.2 | -1.9 | 6.9
CCC(Cc1ccccc1)NS(=O)(=O)c1csc(C(N)=O)c1 (stereo not given) | 3.3 | -3.8 | -0.7 | 0.6 | i | -1.4 | i | -4.5 | 4.8 | -1.6
CC(C)(C)n1nnnc1C(c1ccccc1)N1CCN(c2ncc(C(F)(F)F)cc2Cl)CC1 (stereo not given) | 3.1 | / | 7.2 | / | i | 2.9 | / | / | -2.8 | /
CC1C(=O)NN=C1C(=O)N/N=C/c1ccco1 (stereo not given) | -8.5 | -5.2 | -4.9 | 2.7 | i | -1.1 | i | 1.7 | -9.9 | -1.5
Cc1ccc(Cn2cc(CN3CC(N4CCSCC4)CS3(=O)=O)nn2)cc1 (stereo not given) | 2.4 | / | -1.2 | / | i | -0.2 | / | / | -7.4 | /
COC(=O)/C=C/CSC1=N/C(=C/c2ccc(-n3cncn3)cc2)C(=O)N1 | -31.2 | 3.2 | 4.4 | 0.3 | i | 0.2 | i | -4.2 | -0.3 | 2.6
(list continues)
SMILES | SUMO1-SIM PPI | Scp-1 inhibitor | NadD inh | DNMT1 inh | Neddylation inh | LMPTP block | Rpn11 inh | Rin1-Abl PPI inh | CSN inh | STEP block
CCOc1ccc(C(=O)NCC(=O)NCC(c2ccc(OC)cc2)N2CCOCC2)cc1OCC (stereo not given) | -24.0 | -7.6 | 3.7 | -0.4 | i | -10.6 | i | -1.0 | 2.8 | -1.2
Cc1ccc(N2CC(C(=O)Nc3cccnc3)CC2=O)cc1Cl (stereo not given) | 2.4 | -4.9 | -11.2 | -1.4 | i | 1.7 | i | 4.1 | 1.3 | 0.0
O=C(NCC(=O)N1CCC(N2CCCCC2)CC1)C1CCCCC1 | -3.9 | -8.0 | -1.3 | -2.0 | i | -1.8 | i | -1.1 | 1.9 | -9.5
CCN(C(=O)c1cc2c(=O)n3ccccc3nc2n1CCCOC)C1CCCCC1 | -7.5 | 3.8 | 6.5 | 4.4 | / | -0.5 | i | 2.0 | 1.5 | -0.8
Cc1ccc(S(=O)(=O)N2CCCOC2CNC(=O)C(=O)NCCN2CCOCC2)cc1 (stereo not given) | 0.4 | 1.1 | -2.5 | 3.9 | i | -0.7 | i | -3.0 | 0.7 | 0.7
O=C(/C=C/NNC(=O)c1ccc(Br)cc1)c1ccccc1 | -6.2 | -1.9 | 11.0 | -5.2 | i | -0.3 | i | -3.4 | 2.5 | -3.4
O=S(=O)(c1ccccc1)N1CCN(S(=O)(=O)N2CCCCCC2)CC1 | 6.8 | -4.8 | -3.5 | -0.3 | i | 1.1 | i | 0.2 | -1.8 | -0.4
Cn1c(=O)c2c(nc(OCCc3ccccc3)n2C)n(C)c1=O | -1.1 | -7.1 | -3.1 | -1.0 | i | 1.1 | i | -0.8 | 3.9 | -0.4
COCCOC(=O)N1CCCCC1c1cc(C(=O)NCc2ccc(Cl)c(Cl)c2)no1 (stereo not given) | 0.5 | / | -5.5 | -2.0 | i | 0.2 | i | 1.3 | 5.2 | -2.5
CC1CCN(CC(CS(=O)(=O)c2ccc([N+](=O)[O-])cc2)N2CCC(C)CC2)CC1 (stereo not given) | -34.8 | -0.8 | -5.5 | 0.1 | i | -1.4 | i | -3.4 | -0.8 | 0.2
O=C(c1cccc2c1C(=O)N(Cc1cccnc1)C2)N1CCN(c2ccccc2)CC1 | 5.5 | 5.5 | 0.6 | 4.6 | i | 0.7 | i | -3.1 | 3.9 | -0.7
CC(C(=O)Nc1ccc(F)c(F)c1)N1CCN(C)CC1 (stereo not given) | 2.8 | -3.0 | -0.5 | 1.3 | i | -5.6 | i | 5.5 | -1.1 | -0.6
FC(F)(F)c1cccc(-c2noc(CN3CCOCC3)n2)c1 | -2.3 | 3.2 | -1.5 | -4.4 | i | 0.8 | i | -0.8 | 0.4 | 0.0
COc1ccc2nc(NC(=O)C3CC(=O)N(c4ccccc4)C3)sc2c1 (stereo not given) | 5.8 | 4.4 | -1.8 | -1.1 | i | 0.5 | i | -3.4 | 2.0 | 2.0
O=C(O)Cn1ccc2cc(S(=O)(=O)N3CCCCCC3)ccc21 | 4.8 | 1.1 | -1.4 | 3.0 | i | -1.1 | i | 4.8 | 5.2 | 1.8
O=S(=O)(NCCCCCNS(=O)(=O)c1ccc(F)cc1)c1ccc(F)cc1 | 0.0 | -6.2 | -1.5 | -4.8 | i | -2.1 | i | -3.5 | -1.3 | -0.6
CN(CCC#N)C(=O)COC(=O)/C=C/c1ccc2c(c1)OCO2 | -13.9 | -4.7 | -6.8 | 0.5 | i | 1.4 | i | -3.6 | -4.9 | -1.0
CCc1ccc(NC(=O)c2ccccc2NC(=O)C2CCCO2)cc1 (stereo not given) | 0.3 | 7.7 | -1.7 | -4.9 | i | 0.2 | i | 3.5 | -0.2 | -0.6
O=C(O)CC1(O)C(=O)N(Cc2ccccc2)c2ccccc21 (stereo not given) | 0.1 | 0.9 | 0.1 | 2.9 | i | -0.4 | i | -0.1 | -1.6 | -1.3
CCOc1ccc(NS(=O)(=O)c2ccc(OCC(=O)NCCCOC)cc2)cc1 | 2.7 | 2.3 | -3.4 | 1.4 | i | -1.0 | i | -2.3 | -5.6 | -4.7

Reformatted tab-delimited: 4 of the compounds above.
mol	SUMO1-SIM PPI	Scp-1 inhibitor	NadD inh	DNMT1 inh	Neddylation inh	LMPTP block	Rpn11 inh	Rin1-Abl PPI inh	CSN inh	STEP block
Cc1cc(C)c(C(=O)CC(=O)c2ccccc2Cl)c(O)c1	-2.9	-18.6	1.9	-3.0	i	0.9	i	-1.9	-2.9	-0.7
COCCn1c(SCC(=O)c2c(N)n(C)c(=O)n(C)c2=O)nc2ccccc21	0.0	-2.5	0.5	-1.5	i	-1.3	i	-0.1	-3.2	-0.3
COC(=O)Nc1sccc1C(=O)Nc1sccc1C(=O)OC	0.6	-0.3	-1.1	-4.7	i	0.1	i	-3.9	4.5	-2.2
CC(C)n1c(-c2cccnc2)nc2cnccc21	-1.5	0.5	-3.6	1.7	i	-1.6	i	-2.7	0.3	1.9
